From PubChem
Efa HMGR inh: inhibitors of E. faecalis class II HMGR, primary screen, biochemical, Enterococcus faecalis; actives 0.41% (n = 190,000); purified E. faecalis HMGR, NADPH absorbance 340 nm kinetic; inhibition, % at 10 µM; HMG-CoA reductase (Enterococcus faecalis, mvaE);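 active = inhibition above a set limit, the median over all tested compounds plus 3 SD, cut at about 9.5% in these data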;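 also: enzyme runs in reverse so mevalonate oxidation gives rising NADPH absorbance; 0% = complete reaction with DMSO and 100% = background rate lacking mevalonate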
Diaph act CS: compounds boosting diaphorase resazurin reduction – biochemical, uHTS, resorufin fluorescence, counter-screen for diaphorase-coupled primary assays, primary screen; AID 1229, 2008; Diaphorase/resazurin coupled assay, 16 min; hits give high values; 1 = vehicle wells, 0 = NADH-free wells; actives 0.005% (n = 190,000); activation factor at 20 µM;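 active = diaphorase activity raised at least twofold by the compound at 20 µM; inactive = activation factor below 2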
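Measured by – red resorufin fluorescence at 544/590 nm excitation/emission · Test system – Clostridium kluyveri diaphorase, purified enzyme · Incubation – reaction time 16 min, room temperature · Buffer or medium – 50 mM HEPES pH 7.4 with 4.542 mM MgCl2, 0.005% Tween 20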
TNAP inh noacc: human TNAP enzyme inhibitors, primary screen, biochemical, luminescent, no phosphate acceptor, uHTS; Alkaline phosphatase, tissue-nonspecific isozyme (Homo sapiens), P05186; purified TNAP, CDP-star luminescence, 30 min; inhibition, % at 20 µM; actives 0.26% (n = 200,000);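 active = tissue-nonspecific alkaline phosphatase inhibition above about 50% at 20 µM in the single-dose screen, limit read from the data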;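 also: 0% = DMSO negative control and 100% = EDTA positive control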
PMI act hi M6P: human PMI activators, high substrate, primary screen, biochemical, fluorescence intensity, near-saturating mannose 6-phosphate. actives 0.34% (n = 190,000). activation factor at 20 µM. coupled PMI enzyme assay, resazurin fluorescence, 20 min; hits give high values; 1 = untreated enzyme, 0 = substrate-free blank. Mannose-6-phosphate isomerase (Homo sapiens), P34949;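 active = activation factor of 2 or more at 20 µM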
Target sequence (P34949 whole entry, looked up): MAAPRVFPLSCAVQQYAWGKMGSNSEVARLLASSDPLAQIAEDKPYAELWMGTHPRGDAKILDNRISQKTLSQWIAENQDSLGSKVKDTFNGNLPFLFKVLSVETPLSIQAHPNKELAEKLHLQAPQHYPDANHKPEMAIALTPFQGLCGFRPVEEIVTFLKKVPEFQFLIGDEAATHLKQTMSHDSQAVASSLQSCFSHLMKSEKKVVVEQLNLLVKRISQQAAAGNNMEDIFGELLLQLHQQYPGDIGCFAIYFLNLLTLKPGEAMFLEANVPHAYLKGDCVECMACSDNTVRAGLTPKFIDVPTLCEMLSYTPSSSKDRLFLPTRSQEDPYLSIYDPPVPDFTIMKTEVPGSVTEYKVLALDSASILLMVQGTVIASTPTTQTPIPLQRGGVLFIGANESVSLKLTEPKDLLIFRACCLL
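Technique: Diaphorase-driven resazurin-to-resorufin fluorescence, excitation 544, emission 590 nm | Assay system: Human PMI in coupled enzyme assay | Times: Enzyme reaction with compound 20 min at room temperature | Medium: HEPES-buffered pH 7.4 with magnesium and detergent | Reagent: Mannose-6-phosphate 1.0 mM (near-saturating) plus 0.22 mM NADP+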
PMI activator: activators of human PMI, primary screen, biochemical, fluorescence intensity, near-Km mannose 6-phosphate; purified human PMI, coupled resazurin fluorescence, 20 min; hits give high values; 1 = vehicle control, 0 substrate-free wells; activation factor at 20 µM; actives 0.005% (n = 190,000);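 active = activation factor of 2 or more at 20 µM, relative to plate controls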
TNAP act hiacc: TNAP activators at high phosphate acceptor level, primary screen, biochemical, luminescence, uHTS | Alkaline phosphatase, tissue-nonspecific isozyme (Homo sapiens), P05186 | purified TNAP, CDP-star luminescence, 1 M DEA, 30 min; hits give high values; 0 = EDTA background, 1 = DMSO-only activity | activation factor at 20 µM | 200,000 tested, under 10 active | AID 1136, 2008;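 active = activation factor at least 2 at 20 µM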
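Assay system: human TNAP; Input: enzyme diluted 1/800 final; Reagent: CDP-star luminogenic substrate at 100 µM final; Timing: 30 min, room temperature; Signal: luminescence; Evaluation: TNAP activation factor scaled between EDTA and DMSO control wells.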
TNAP inh hiacc: human TNAP enzyme inhibitors, primary screen, biochemical, luminescent, high phosphate acceptor level, uHTS | Alkaline phosphatase, tissue-nonspecific isozyme (Homo sapiens), P05186 | purified TNAP, CDP-star luminescence, 1 M DEA | inhibition, % at 20 µM | actives 0.03% (n = 200,000) | AID 1135, 2008;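 active = over 50% inhibition of tissue-nonspecific alkaline phosphatase at 20 µM in the single-dose screen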;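 also: plate controls were DMSO wells for no effect and EDTA-quenched wells as full inhibition for full effect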
G6PDH counter: L. mesenteroides G6PDH inhibitors, counter-screen for G6PDH-coupled screening assays, biochemical, Leuconostoc mesenteroides enzyme; actives 0.12% (n = 200,000); glucose-6-phosphate dehydrogenase [Leuconostoc mesenteroides]; Purified L. mesenteroides G6PDH, diaphorase/resazurin coupled fluorescence, 45 min; inhibition, % at 5 µM; AID 1020, 2008; in the data active = inhibition above about 50%
Diaphorase inh: diaphorase inhibitors and chemical oxidizers, primary screen, counter-screen for diaphorase-coupled primary assays, biochemical, uHTS, resorufin fluorescence. diaphorase resazurin-to-resorufin fluorescence, NADH, 16 min; bacterial (C. kluyveri) enzyme, not human. inhibition, % at 20 µM. actives 0.69% (n = 190,000);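 active = primary screen inhibition at 20 µM above a set limit, cut at about 50% in these data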;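 also: plate controls were DMSO with full reaction for no effect and wells lacking NADH for full effect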
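Assay system: diaphorase enzyme from Clostridium kluyveri; Input: enzyme working solution with 0.14 U/mL diaphorase; Timing: 16 min at room temperature; Technique: resorufin fluorescence, excitation 544 nm, emission 590 nm; Benchmarks: positive control minus NADH, DMSO neutral control.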
FLuc act counter: FLuc activators, initial screening, artefact control for FLuc-dependent activation tests, biochemical, ATPlite luminescence. ATPlite luciferase biochemical, 10 min; 0 = ATP-free wells, 1 = DMSO control. 200,000 tested, under 10 active. Luciferin 4-monooxygenase (Photinus pyralis), P08659. activation factor at 10 µM. AID 1027, 2008;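 active = luciferase activation factor, scaled between plate controls, of at least 2 with compound at 10 µM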
Target sequence (P08659 whole entry, looked up): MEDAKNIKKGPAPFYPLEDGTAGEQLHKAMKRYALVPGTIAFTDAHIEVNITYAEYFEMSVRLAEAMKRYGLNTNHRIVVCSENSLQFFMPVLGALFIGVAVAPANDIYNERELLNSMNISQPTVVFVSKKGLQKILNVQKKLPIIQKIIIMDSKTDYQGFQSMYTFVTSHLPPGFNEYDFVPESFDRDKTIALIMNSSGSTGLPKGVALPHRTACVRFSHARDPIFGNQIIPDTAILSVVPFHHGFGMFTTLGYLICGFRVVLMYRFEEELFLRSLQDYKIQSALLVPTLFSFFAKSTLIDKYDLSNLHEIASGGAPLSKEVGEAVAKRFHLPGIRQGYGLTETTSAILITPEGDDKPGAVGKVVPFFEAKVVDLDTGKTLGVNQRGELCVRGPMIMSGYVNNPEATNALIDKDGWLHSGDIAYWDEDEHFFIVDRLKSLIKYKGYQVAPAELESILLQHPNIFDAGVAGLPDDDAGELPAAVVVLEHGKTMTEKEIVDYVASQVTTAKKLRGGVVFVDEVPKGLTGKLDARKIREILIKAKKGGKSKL
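System: Luciferase/luciferin detection reagent, cell-free biochemical luciferase assay | Medium: PBS buffer for ATP | Dosing: Test compounds dosed from 2 mM stocks in 100% DMSO | Timing: 10 min at ambient temperature | Signal: Luminescence measurement of luciferase light output | Evaluation: Luciferase activation, seen as luminescence increase over controls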
* marks the source's active call; other numbers are inactive results.

Cc1nn(CC(=O)Nc2cc(S(=O)(=O)N(C)C)ccc2Cl)c(C)c1[N+](=O)[O-] was read as Efa HMGR inh -7, Diaph act CS 0.9, TNAP inh noacc -10, PMI act hi M6P 1.1, PMI activator 1.1, TNAP act hiacc 1.1, TNAP inh hiacc -5, G6PDH counter 1, Diaphorase inh 7 and FLuc act counter 1.
Screening O=C1CC(c2ccccc2)CC(O)=C1C=Nc1ccc(Cl)cc1 (stereo not drawn) returned Efa HMGR inh -4, Diaph act CS 1, TNAP inh noacc 2, PMI act hi M6P 1.2, PMI activator 1.1, TNAP act hiacc 1, TNAP inh hiacc -1, G6PDH counter -15, Diaphorase inh 0 and FLuc act counter 1.
Screening CC(C)(C)NC(=O)C(c1ccc(F)cc1)N(Cc1ccco1)C(=O)Cn1nnc(-c2cccs2)n1 (stereo not drawn) returned Efa HMGR inh -1, Diaph act CS 1, TNAP inh noacc -6, PMI act hi M6P 1, PMI activator 0.9, TNAP act hiacc 1, TNAP inh hiacc 2, G6PDH counter 5, Diaphorase inh 4 and FLuc act counter 1.
Screening O=[N+]([O-])c1ccc(Sc2cccc3cccnc23)cc1 returned Efa HMGR inh 3, Diaph act CS 0.9, TNAP inh noacc -23, PMI act hi M6P 1, PMI activator 1, TNAP act hiacc 1, TNAP inh hiacc -2, G6PDH counter 1, Diaphorase inh 11 and FLuc act counter 1.
For O=C(CN1CCCCCC1=O)N1CCN(S(=O)(=O)c2cccs2)CC1 the results were Efa HMGR inh -1, Diaph act CS 0.9, TNAP inh noacc -15, PMI act hi M6P 1.1, PMI activator 1.1, TNAP act hiacc 1.1, TNAP inh hiacc -5, G6PDH counter 0, Diaphorase inh 6 and FLuc act counter 1.
`Clc1ccc(-c2csc(N/N=C\c3cccnc3)n2)cc1` gave Efa HMGR inh -4, Diaph act CS 0.9, TNAP inh noacc 1, PMI act hi M6P 1, PMI activator 1, TNAP act hiacc 1, TNAP inh hiacc -2, G6PDH counter 12, Diaphorase inh 14 and FLuc act counter 1.
`O=C(O)C1C2C=CC(O2)C1C(=O)Nc1ccc(S(=O)(=O)Nc2ccccc2)cc1` (stereo not drawn) gave Efa HMGR inh -8, Diaph act CS 0.9, TNAP inh noacc -8, PMI act hi M6P 1, PMI activator 1, TNAP act hiacc 1, TNAP inh hiacc 1, G6PDH counter -13, Diaphorase inh 15 and FLuc act counter 1.
Cn1c(-[n+]2c(-c3ccccc3)cc(-c3ccccc3)cc2-c2ccccc2)nc2cc([N+](=O)[O-])ccc21 was read as Efa HMGR inh -3, Diaph act CS 0.9, TNAP inh noacc 5, PMI act hi M6P 1, PMI activator 0.8, TNAP act hiacc 0.8, TNAP inh hiacc 16, G6PDH counter -43, Diaphorase inh 12 and FLuc act counter 1.
CC(C)(C)SCCNC(=O)CN(c1ccc(F)cc1)S(C)(=O)=O was read as Efa HMGR inh -8, Diaph act CS 0.9, TNAP inh noacc -7, PMI act hi M6P 1, PMI activator 1, TNAP act hiacc 1, TNAP inh hiacc -1, G6PDH counter 15, Diaphorase inh 8 and FLuc act counter 1.
Screening O=[N+]([O-])c1ccc(/C=C2\CCC(C3=CCCC3)=C2N2CCOCC2)cc1 returned Efa HMGR inh -8, Diaph act CS 0.8, TNAP inh noacc 8, PMI act hi M6P 0.9, PMI activator 1, TNAP act hiacc 0.9, TNAP inh hiacc 6, G6PDH counter -3, Diaphorase inh 18 and FLuc act counter 0.9.
`CCOC(=O)C1CCN(C(=O)CN(c2ccc3c(c2)OCCO3)S(C)(=O)=O)CC1` gave Efa HMGR inh -16, Diaph act CS 0.9, TNAP inh noacc -16, PMI act hi M6P 1, PMI activator 1, TNAP act hiacc 1, TNAP inh hiacc 0, G6PDH counter -8, Diaphorase inh 9 and FLuc act counter 1.1.
O=C(NCc1ccc2c(c1)OCO2)C1CCN(Cc2cnn(-c3ccccc3)c2-n2cccc2)CC1 was read as Efa HMGR inh -4, Diaph act CS 0.9, TNAP inh noacc -46, PMI act hi M6P 1, PMI activator 0.9, TNAP act hiacc 1, TNAP inh hiacc -5, G6PDH counter 2, Diaphorase inh 7 and FLuc act counter 1.1.
For CCn1c(-c2ccccc2Cl)nn(CC(=O)Nc2ccc(OC)cc2)c1=S the results were Efa HMGR inh 4, Diaph act CS 0.9, TNAP inh noacc -13, PMI act hi M6P 1, PMI activator 1, TNAP act hiacc 1.1, TNAP inh hiacc -6, G6PDH counter 4, Diaphorase inh 12 and FLuc act counter 1.1.
For O=C1NCCCC1C(=O)N/N=C/c1ccccc1 (stereo not drawn) the results were Efa HMGR inh 5, Diaph act CS 0.9, TNAP inh noacc -9, PMI act hi M6P 0.9, PMI activator 0.9, TNAP act hiacc 1, TNAP inh hiacc -2, G6PDH counter -5, Diaphorase inh 13 and FLuc act counter 1.
Screening CN1CCN(c2nc(-c3ccco3)cc(C(F)(F)F)n2)CC1 returned Efa HMGR inh -9, Diaph act CS 0.9, TNAP inh noacc -1, PMI act hi M6P 1, PMI activator 0.9, TNAP act hiacc 1, TNAP inh hiacc -1, G6PDH counter 4, Diaphorase inh 6 and FLuc act counter 1.1.
Screening CC1=CC(C)(C)N(S(=O)(=O)c2ccc(C)cc2)c2cc(C)ccc21 returned Efa HMGR inh 5, Diaph act CS 1, TNAP inh noacc -1, PMI act hi M6P 1.1, PMI activator 1.1, TNAP act hiacc 1.1, TNAP inh hiacc -10, G6PDH counter 9, Diaphorase inh -3 and FLuc act counter 1.
Screening COc1ccc(S(=O)(=O)N2CCOCC2)cc1NC(=O)Cc1c(Cl)cccc1Cl returned Efa HMGR inh 0, Diaph act CS 0.9, TNAP inh noacc -13, PMI act hi M6P 1, PMI activator 1, TNAP act hiacc 1, TNAP inh hiacc -3, G6PDH counter 9, Diaphorase inh 6 and FLuc act counter 1.1.
For Cc1ccc(S(=O)(=O)Cc2csc(N)n2)cc1 the results were Efa HMGR inh 1, Diaph act CS 0.8, TNAP inh noacc -12, PMI act hi M6P 1, PMI activator 1, TNAP act hiacc 1, TNAP inh hiacc -2, G6PDH counter 0, Diaphorase inh 16 and FLuc act counter 1.
For CN(C)S(=O)(=O)c1cccc(CSc2cccc[n+]2[O-])c1 the results were Efa HMGR inh 0, Diaph act CS 0.8, TNAP inh noacc -3, PMI act hi M6P 0.9, PMI activator 0.9, TNAP act hiacc 1, TNAP inh hiacc -3, G6PDH counter 11, Diaphorase inh 20 and FLuc act counter 1.
COC(=O)Nc1ccc(S(=O)(=O)Nc2cnc3ccccc3n2)cc1 was read as Efa HMGR inh -4, Diaph act CS 1.1, TNAP inh noacc 4, PMI act hi M6P 1.1, PMI activator 1.1, TNAP act hiacc 1, TNAP inh hiacc -4, G6PDH counter 18, Diaphorase inh -14 and FLuc act counter 1.
For CC(C)(C)NC(=O)CSc1ncnc2c1nnn2Cc1ccccc1Cl the results were Efa HMGR inh -2, Diaph act CS 0.8, TNAP inh noacc -11, PMI act hi M6P 0.9, PMI activator 0.9, TNAP act hiacc 1, TNAP inh hiacc -2, G6PDH counter 0, Diaphorase inh 16 and FLuc act counter 1.
CCOc1ccccc1C(=O)N1CCC(C(=O)c2ccc(F)cc2)CC1 was read as Efa HMGR inh 3, Diaph act CS 0.9, TNAP inh noacc -9, PMI act hi M6P 1, PMI activator 1, TNAP act hiacc 1, TNAP inh hiacc -3, G6PDH counter -1, Diaphorase inh 13 and FLuc act counter 1.
O=C(CN1CCC(n2nnc3cc(F)ccc32)CC1)NC1CCCCC1 was read as Efa HMGR inh 0, Diaph act CS 0.9, TNAP inh noacc 1, PMI act hi M6P 0.9, PMI activator 1.2, TNAP act hiacc 1.1, TNAP inh hiacc -6, G6PDH counter 8, Diaphorase inh 15 and FLuc act counter 1.1.
Screening Cc1nnc(SCC(=O)Nc2ccc3c(c2)OCCO3)n1N returned Efa HMGR inh 0, Diaph act CS 0.9, TNAP inh noacc -7, PMI act hi M6P 0.9, PMI activator 0.9, TNAP act hiacc 1, TNAP inh hiacc -3, G6PDH counter 4, Diaphorase inh 14 and FLuc act counter 1.
For CCOC(=O)C1CCN(C(=O)C2CCN(S(=O)(=O)c3c(C)noc3C)CC2)CC1 the results were Efa HMGR inh 0, Diaph act CS 0.9, TNAP inh noacc -10, PMI act hi M6P 1, PMI activator 1, TNAP act hiacc 1, TNAP inh hiacc -2, G6PDH counter 10, Diaphorase inh 6 and FLuc act counter 1.1.
`COCCSc1nnc(NC(=O)c2cc(C(=O)OC)cc([N+](=O)[O-])c2)s1` gave Efa HMGR inh -3, Diaph act CS 0.9, TNAP inh noacc -5, PMI act hi M6P 1, PMI activator 1, TNAP act hiacc 1, TNAP inh hiacc -3, G6PDH counter 10, Diaphorase inh 9 and FLuc act counter 1.
`O=c1cc(Nc2ccc3c(c2)OCCO3)[nH]c(=O)n1C1CCCCC1` gave Efa HMGR inh 1, Diaph act CS 0.7, TNAP inh noacc -13, PMI act hi M6P 0.6, PMI activator 0.8, TNAP act hiacc 1, TNAP inh hiacc -4, G6PDH counter 3, Diaphorase inh 28 and FLuc act counter 1.
